mHTT-CaM PPI inh – mHTT-calmodulin interaction abrogation. AlphaScreen His-mHTT/GST-CaM binding, luminescence. inhibition, % at 15 µM. 190,000 tested, 3.6% active. AID 1671202;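 also: 0% = both proteins with DMSO and 100% = one protein alone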
Pf apPOL block – Pf-apPOL DNA polymerase inhibition | inhibition, % at 10 µM | AID 1794808 | 210,000 tested, 0.25% active | Recombinant Pf-apPOL, molecular beacon fluorescence, 1.5 h
The depositor's hits bear a star; nt = not tested or not shown; & = joins results of further samples. Rule as the data show it: active = inhibition above about 50%; inactive = the rest.

SMILES | mHTT-CaM PPI inh | Pf apPOL block
CC1CCCCC1NS(=O)(=O)c1ccc2[nH]c(=O)c(=O)[nH]c2c1 (stereo not given) | 0.0 | -17.0
COc1cccc(OCCOc2ccc(C)cc2OC)c1 | -41.9 | -4.9
N#CSC1(c2ccccc2)C(=O)c2ccccc2C1=O | 13.3 | -8.2
COc1ccc(N2CN=c3s/c(=C\C=C\c4ccccc4)c(=O)n3C2)cc1OC | 32.0 | -1.3
CCc1ccc(NC(=O)Nc2cccn3ncnc23)cc1 | -4.2 | -1.0
CC1C(C#N)=C(SCC(=O)Nc2ccc(Br)cc2)NC2=C1C(=O)CC(C)(C)C2 (stereo not given) | 12.0 | -1.1
COc1ccc(C(=O)Nc2ccc(Cl)c(-c3nc4ccccc4o3)c2)cc1[N+](=O)[O-] | -7.2 | -0.4
Cc1cccc(-c2cc(C3CCN(C(=O)NCc4ccccc4)CC3)[nH]n2)c1 | 8.9 | -2.1
Cc1cccc(-c2cc3n(n2)CCCN(C(=O)CCCc2ccccc2)C3)c1 | 55.8* | -8.6
C=CS(=O)(=O)N[C@@H](CSSC[C@H](NS(=O)(=O)C=C)C(=O)OC)C(=O)OC | 9.3 | -2.6
CCN(CC)S(=O)(=O)c1cccc(C(=O)Nc2cccc(C)c2)c1 | -9.9 | -9.5
CCCCC1N2CC3([N+](=O)[O-])CN1CC([N+](=O)[O-])(C2)C3(C)C (stereo not given) | 1.0 | -4.9
COc1ccccc1NC(=O)c1ccc(C#Cc2ccccc2)o1 | nt | -6.4
Cc1ccc(NC(=O)C2CCCC2)cc1Cl | -13.6 | 3.8
CC1CCN(c2ccc([N+](=O)[O-])cn2)CC1 | 0.3 | -4.1
NC(=O)c1c(NC(=O)c2ccc(Cl)cc2[N+](=O)[O-])sc2c1CCCCC2 | 20.0 | 2.4
CN1CCc2c1nc1ccccc1c2NC(=O)CN1CCCC1 | 2.0 | -2.6
COc1ccc(NS(=O)(=O)c2ccc(NS(=O)(=O)c3ccccc3)cc2)nn1 | 3.0&-1.3 | -4.2&-13.3
CCOC(=O)c1ccc(OCC2c3cc(OC)c(OC)cc3CCN2C(=O)C(C)C)cc1 (stereo not given) | 15.2 | -5.1
O=C(Nc1nccs1)C1CCCN1S(=O)(=O)c1ccc(Cl)s1 (stereo not given) | 0.8 | 5.4

Individual results from the entries so far.
COc1cccc(OCCOc2ccc(C)cc2OC)c1 | mHTT-CaM PPI inh: -41.9
CC1C(C#N)=C(SCC(=O)Nc2ccc(Br)cc2)NC2=C1C(=O)CC(C)(C)C2 (stereo not given) | mHTT-CaM PPI inh: 12.0
CCc1ccc(NC(=O)Nc2cccn3ncnc23)cc1 | mHTT-CaM PPI inh: -4.2
CN1CCc2c1nc1ccccc1c2NC(=O)CN1CCCC1 | Pf apPOL block: -2.6
CC1CCCCC1NS(=O)(=O)c1ccc2[nH]c(=O)c(=O)[nH]c2c1 (stereo not given) | Pf apPOL block: -17.0
COc1ccc(NS(=O)(=O)c2ccc(NS(=O)(=O)c3ccccc3)cc2)nn1 | mHTT-CaM PPI inh: 3.0&-1.3

Back to the main list with the 2 entries that preceded the break.
SMILES | mHTT-CaM PPI inh | Pf apPOL block
CCOC(=O)c1ccc(OCC2c3cc(OC)c(OC)cc3CCN2C(=O)C(C)C)cc1 (stereo not given) | 15.2 | -5.1
O=C(Nc1nccs1)C1CCCN1S(=O)(=O)c1ccc(Cl)s1 (stereo not given) | 0.8 | 5.4
COc1cc(/C=C2/N=C(c3cccc([N+](=O)[O-])c3C)OC2=O)cc(OC)c1OC | 5.0 | 1.9
Nc1nonc1-n1nnc(C(=O)N2CCCCC2)c1-c1ccc([N+](=O)[O-])cc1 | 9.0 | 0.8
COc1cccc(N2CCN(C(C)=O)C(C)C2=O)c1 (stereo not given) | -7.9 | -0.6
CSc1nnc(-c2csc(S(=O)(=O)Nc3cccc(C(F)(F)F)c3)c2)n1C | nt | -13.1&-5.1
COc1ccc2ncc(C#N)c(N3CCC(C(=O)NCc4ccc(C)cc4)CC3)c2c1 | -8.3 | 2.2
CC(C)(C)c1ccc(C(=O)Nc2ccc3c(c2)C(=O)NC3=O)cc1 | -15.0 | -9.3
CCOc1ccccc1C(=O)Nc1ccc(F)c(Cl)c1 | -31.5 | 2.6
Cc1nnsc1C(=O)N1CCN(C(=O)C2COc3ccccc3O2)CC1 (stereo not given) | nt | 2.5
CC(C)C[C@@H]1COc2cc(Br)ccc2S(=O)(=O)N1Cc1cn(Cc2ccc(Cl)cc2)nn1 | 1.2 | 0.3
Cc1cccc(CSc2nc(=O)n(CC3CCCO3)c3c2CCC3)c1 (stereo not given) | 7.6 | -5.7
Cc1ccn(S(=O)(=O)c2ccc(C(C)(C)C)cc2)n1 | -24.4 | -3.6
Cc1ccc(C(=O)N2CCCC(c3nc(CNC(=O)C4CC4)cs3)C2)cc1 (stereo not given) | 10.0 | -0.9
COc1ccc(Oc2coc3cc(OC)ccc3c2=O)cc1 | -3.4 | -7.4
Cc1cc(Cl)ccc1OC(C)C(=O)NCc1ccco1 (stereo not given) | -6.8 | -1.1
CCOc1cccc(C(=O)Nc2ccc(C)cc2[N+](=O)[O-])c1 | -4.1 | 2.6
COc1ccc(C(=O)N2CCC(CCOc3ccccc3)CC2)cn1 | 0.7 | -0.6
CC1=C(C(N)=O)C(c2ccncc2)n2nc(SCc3ccccc3F)nc2N1 (stereo not given) | -2.0 | -3.6
CCCN(CCC)CCNC(=O)C1c2cc(OC)c(OC)cc2C(=O)N(C)C1c1cccnc1 (stereo not given) | 3.0 | -3.1
O=C(NC1CC1)c1csc(N2CCCC2)n1 | -1.3 | 3.2
CCCCN(CC)S(=O)(=O)c1ccc(C(=O)Nc2nc(-c3ccccn3)cs2)cc1 | 96.0* | -6.8
O=C1CN(C(=O)Cc2ccc(F)cc2)C(c2ccc(F)cc2)c2cc(Br)ccc2N1 (stereo not given) | 29.0 | -4.1
CCCc1ccc(OCC(=O)c2ccc(O)cc2O)cc1 | 3.8 | -3.9
CCCN(C)C1CN(Cc2cn(CCCOC)nn2)S(=O)(=O)C1 (stereo not given) | -6.3 | -3.3
C=CCn1cnc2c1c(=O)n(C(C)C)c(=O)n2-c1cccc(F)c1 | 1.9 | -0.7
Cc1ccc2c(c1)OCC(=O)N2Cc1nc(-c2cccc(F)c2)no1 | -21.3 | -0.8
CCN1C(=O)c2cccnc2Sc2cc(C(=O)N3CCCCC3)ccc21 | 1.3 | 0.9
COc1ccc(C(O)CN2CCN(c3ccccn3)CC2)cc1OC (stereo not given) | -6.1 | -3.1
O=C(Nc1nnc(-c2cc(Cl)sc2Cl)o1)c1cccc(N2C(=O)CCC2=O)c1 | 33.7 | -19.4
COc1cc(CCC(C)=NO)ccc1O | nt | -5.5
COc1ccc(/C=c2\sc3nc(=O)c(Cc4ccccc4)nn3c2=O)cc1 | -1.0 | -11.6
Cc1sc2c(=O)n(C3CCCCC3)cnc2c1C(=O)NC1CCCC1 | -3.2 | -3.5
NS(=O)(=O)c1ccc(NC(=O)c2ccc(N3C(=O)CCC3=O)cc2)cc1 | 8.4 | -14.1
CC1(C)C(c2ccccc2)=NC(c2ccc(F)cc2)N1O (stereo not given) | -6.0 | -1.7
COc1cccc(C(=O)N2CCN(Cc3ccc(C)cc3)CC2)c1 | 1.8 | -0.5
Cc1ccc(N=Cc2cc(Cl)cc(Cl)c2O)c(O)c1 | 25.0 | 10.3
O=C1CCCC2=C1C(c1ccc(O)c(Cl)c1)C1=C(CCCC1=O)N2Cc1ccccc1 | 24.0 | 7.8
O=C(N/C(=C\c1ccco1)C(=O)N1CCCCCC1)c1cccs1 | 21.2 | -7.6
CC(=O)c1ccc(NC(=O)c2csc3c2CCCCC3)cc1 | -6.4 | -7.4
Clc1cccc(-c2nnc(-c3ccccc3)o2)c1 | -37.1 | -1.7
O=C(CN1C(=O)C(c2ccccc2)=NC12CCCCCC2)Nc1ccc2c(c1)OCO2 | 22.6 | -4.4

Filtered by structure, the entries above containing bromine (3)
SMILES | mHTT-CaM PPI inh | Pf apPOL block
CC1C(C#N)=C(SCC(=O)Nc2ccc(Br)cc2)NC2=C1C(=O)CC(C)(C)C2 (stereo not given) | 12.0 | -1.1
CC(C)C[C@@H]1COc2cc(Br)ccc2S(=O)(=O)N1Cc1cn(Cc2ccc(Cl)cc2)nn1 | 1.2 | 0.3
O=C1CN(C(=O)Cc2ccc(F)cc2)C(c2ccc(F)cc2)c2cc(Br)ccc2N1 (stereo not given) | 29.0 | -4.1

Some of these compounds in order of length of the SMILES, lowest first:
SMILES | mHTT-CaM PPI inh | Pf apPOL block
COc1ccc(Oc2coc3cc(OC)ccc3c2=O)cc1 | -3.4 | -7.4
CC(=O)c1ccc(NC(=O)c2csc3c2CCCCC3)cc1 | -6.4 | -7.4
COc1ccc(/C=c2\sc3nc(=O)c(Cc4ccccc4)nn3c2=O)cc1 | -1.0 | -11.6

(continued)
SMILES | mHTT-CaM PPI inh | Pf apPOL block
COc1ccc(CNC(=O)c2ccc(C#CC(C)(C)O)cc2)cc1 | 0.6 | -3.4
COc1cccc2cc(C(=O)NC(C)=O)c(=Nc3ccccc3)oc12 | 4.0 | -18.5
CCC(Sc1nnc2c3ccccc3n(CC)c2n1)C(=O)Nc1cccc(C(C)=O)c1 (stereo not given) | 23.0 | 37.0
CCn1cc(C2=CCN(C(=O)Nc3ccsc3C(=O)OC)CC2)c2cccnc21 | 6.2 | -1.0
FC(F)c1nc2ccccc2[nH]1 | -5.2 | -8.6
Cc1oc2c(CN3CCC(C)CC3)c(O)ccc2c(=O)c1-c1ccccc1 | -4.0 | -5.5
C/C(NCc1ccccc1)=C(/C#N)C(=O)NCc1ccccc1 | -7.1 | 2.3
O=C(c1cc(F)cc(F)c1)N1CCC(c2cnn(-c3cccc(F)c3)c2)CC1 | -25.6 | -5.6
CC(C(=O)O)N1C(=O)C(=Cc2ccc(O)cc2)SC1=S (stereo not given) | 15.5 | 2.3
CCCc1cc2c(=O)c(-c3ccc4c(c3)OCO4)c(C)oc2cc1O | -2.5 | 3.4
N#CC1=C(N)Oc2n[nH]c(C(F)(F)F)c2C1c1cccs1 (stereo not given) | 3.0 | 0.3
O=C(Nc1c(-c2ccc(F)cc2)nc2ccccn12)c1cccc([N+](=O)[O-])c1 | 0.0 | -0.4
CC(C)(C)OC(=O)N1CCCN(C(=O)Nc2ccc(C(F)(F)F)cc2)CC1 | nt | -24.6
NS(=O)(=O)c1ccc(CCNC(=O)c2csc(Nc3cccc(Cl)c3)n2)cc1 | 5.7 | -2.4
COc1ccc(C(=O)Nc2ccc(S(=O)(=O)Nc3nc(C)cc(C)n3)cc2)c(OC)c1 | 6.2 | -6.9
COc1ccc(OC)c(COCC(O)CN2C(C)(C)CC(O)CC2(C)C)c1 (stereo not given) | -6.0 | -7.2
COc1cc(C(=O)Nc2ccc3oc(-c4ccc(C(C)(C)C)cc4)cc(=O)c3c2)cc(OC)c1OC | 7.6 | -2.7
CC(C)c1nc2ccccc2n1CCC(=O)O | -4.4 | -5.0
CCCc1cc(C2CCCN2C(=O)Nc2ccc(Br)cc2)no1 (stereo not given) | -15.5 | 0.4
COc1ccc(CNCCC2(c3ccccc3)CCOC(C(C)C)C2)cc1 (stereo not given) | 10.0 | -9.3
CC1CCCCN1CC(O)COC1CCCC1 (stereo not given) | -1.4 | -4.9
COc1ccccc1NC(=O)Cn1nc2c(cc1=O)CN(C(C)=O)CC2 | 4.7 | 1.6
CC(=O)Nc1cccc(C(=O)N2CCCC2c2nc(-c3ccc(C)cc3)no2)c1 (stereo not given) | 13.5 | -3.6
COc1ccc(C2CC(=O)n3nc(-c4ccccc4)nc3S2)cc1OC (stereo not given) | -3.0 | 4.0
Cc1cc(C)cc(NC(=O)c2cccs2)c1 | -10.5 | 1.2
CC1CCc2onc(C(=O)N(C)Cc3ccccc3)c2C1 (stereo not given) | -15.6 | 4.1
CSc1nnc(NC(=O)c2cc(Cl)ccc2Cl)s1 | -18.5 | 1.9
CCCOc1ccc(Cc2c(Cl)nc(SC)nc2NC)cc1 | -38.0 | -5.1
O=C(C1CC1)N(CCn1cccn1)c1nc2c(Cl)cccc2s1 | -10.4 | 0.8
O=C(NC1C=CS(=O)(=O)C1)C12CC3CC(CC(C3)C1)C2 (stereo not given) | -0.2 | 0.1
COc1cc(NC(=O)c2cn3c(n2)CCCC3)cc(OC)c1 | 2.3 | -4.1
O=C1CC(NCc2ccc3c(c2)OCO3)C(=O)N1c1ccc(Br)cc1 (stereo not given) | 1.0 | -6.5
CC1CC(=O)N(c2ccc(NCc3ccccc3C(F)(F)F)c([N+](=O)[O-])c2)C1=O (stereo not given) | 45.0 | -13.5
Cn1ncc(Br)c1NC(=O)c1ccco1 | nt | 2.8
Cc1c(C(=O)Nc2cccc(F)c2)cccc1[N+](=O)[O-] | -7.1 | 2.6
CCOc1cc(CNC(=O)C2CCCN(C(=O)c3cc(C)cc(C)c3)C2)ccc1OC (stereo not given) | 6.0 | 1.5
C=CCNC(=O)C(C)(C)Oc1ccc(Cl)cc1 | -5.4 | 1.1
O=C(NCCc1nc2ccccc2c(=O)[nH]1)c1ccc(F)cc1 | -0.7 | -3.6
CSc1nc2ccc(NC(=O)c3cccs3)cc2s1 | -4.9 | 3.2
